# High-throughput results: PubChem BioAssay, Sanford-Burnham Center for Chemical Genomics
# hIAP activ: increases human intestinal alkaline phosphatase activity. activation factor at 10 µM. hit rate 0.16% among 330,000. purified human IAP, CDP-Star luminescence, 30 min; stronger effect = higher value; 1 = vehicle-only enzyme, 0 = enzyme-free background;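 active means activation factor of the enzyme at least 2-fold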; further: the source names both 10 and 20 µM as test concentration; values of inactives mirror those of a sister screen read the other way
# hIAP block: blocks human intestinal alkaline phosphatase; P09923; purified IAP, CDP-Star luminescence, 30 min; inhibition, % at 10 µM; hit rate 0.12% among 330,000; AID 2544;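 active means inhibition reaching a set limit with compound at 10 µM in the primary screen, cut at about 35% in these data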;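 further: plate controls were DMSO wells with enzyme for no effect and no-enzyme buffer wells for full effect; values of inactives mirror those of a sister screen read the other way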
# ATG4B inh: blocks human ATG4B protease cleavage of LC3 substrate; hit rate 0.51% among 340,000; ATG4B cleavage of LC3-PLA2, NBD-HPC fluorescence, 1 h; inhibition, % at 8.33 µM; in the data active means inhibition above about 40%
# mIAP activ: mouse IAP activation. muIAP, CDP-Star luminescence, 30 min; stronger effect = higher value; 1 = vehicle-only enzyme signal, 0 = enzyme-free wells. activation factor at 10 µM. hit rate 0.24% among 330,000;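 active means activation factor of at least 2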; further: the source names both 10 and 20 µM as test concentration; values of inactives mirror those of a sister screen read the other way
#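 System: Mouse IAP enzyme | Also added: CDP-Star substrate | Dosing: Compounds dispensed in DMSO | Schedule: 30 min enzyme-substrate-compound incubation at room temperature | Technique: Chemiluminescence readout | Control set: DMSO-only wells and no-enzyme negative control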
# TIM10 inh: inhibits growth of TIM10 yeast strain; S. cerevisiae TIM10 strain growth, BacTiter-Glo luminescence, 24 h; inhibition, % at 10 µM; hit rate 1.4% among 330,000; AID 463195;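 active means inhibition of 40% or more at the single tested concentration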;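 further: wild-type TIM10 isogenic control strain grown at permissive 25 °C; 0% = DMSO yeast wells and 100% = minimal medium wells without yeast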
# NLRP3 yeast inh: blocks the NALP3 inflammasome reconstituted in yeast; AID 2825; Yeast reconstituted NLRP3/ASC/caspase-1, beta-gal luminescence, 24 h; hit rate 0.39% among 330,000; inhibition, % at 10 µM;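 active means inhibition of 50% or more; inactive means inhibition below 50%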;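 further: plate controls were induced DMSO wells for no effect and uninduced yeast grown without galactose for full effect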
# Apaf1 inhib: inhibitors of human Apaf-1 apoptosome. reconstituted apoptosome caspase-3 activity, DEVD-Rh110 fluorescence. hit rate 0.71% among 330,000. O14727. inhibition, % at 20 µM; active means inhibition of at least 40% at 20 µM;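 further: plate controls were DMSO wells for no effect and DEVD-CHO caspase inhibitor wells for full effect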
# Target sequence (O14727 whole entry, looked up): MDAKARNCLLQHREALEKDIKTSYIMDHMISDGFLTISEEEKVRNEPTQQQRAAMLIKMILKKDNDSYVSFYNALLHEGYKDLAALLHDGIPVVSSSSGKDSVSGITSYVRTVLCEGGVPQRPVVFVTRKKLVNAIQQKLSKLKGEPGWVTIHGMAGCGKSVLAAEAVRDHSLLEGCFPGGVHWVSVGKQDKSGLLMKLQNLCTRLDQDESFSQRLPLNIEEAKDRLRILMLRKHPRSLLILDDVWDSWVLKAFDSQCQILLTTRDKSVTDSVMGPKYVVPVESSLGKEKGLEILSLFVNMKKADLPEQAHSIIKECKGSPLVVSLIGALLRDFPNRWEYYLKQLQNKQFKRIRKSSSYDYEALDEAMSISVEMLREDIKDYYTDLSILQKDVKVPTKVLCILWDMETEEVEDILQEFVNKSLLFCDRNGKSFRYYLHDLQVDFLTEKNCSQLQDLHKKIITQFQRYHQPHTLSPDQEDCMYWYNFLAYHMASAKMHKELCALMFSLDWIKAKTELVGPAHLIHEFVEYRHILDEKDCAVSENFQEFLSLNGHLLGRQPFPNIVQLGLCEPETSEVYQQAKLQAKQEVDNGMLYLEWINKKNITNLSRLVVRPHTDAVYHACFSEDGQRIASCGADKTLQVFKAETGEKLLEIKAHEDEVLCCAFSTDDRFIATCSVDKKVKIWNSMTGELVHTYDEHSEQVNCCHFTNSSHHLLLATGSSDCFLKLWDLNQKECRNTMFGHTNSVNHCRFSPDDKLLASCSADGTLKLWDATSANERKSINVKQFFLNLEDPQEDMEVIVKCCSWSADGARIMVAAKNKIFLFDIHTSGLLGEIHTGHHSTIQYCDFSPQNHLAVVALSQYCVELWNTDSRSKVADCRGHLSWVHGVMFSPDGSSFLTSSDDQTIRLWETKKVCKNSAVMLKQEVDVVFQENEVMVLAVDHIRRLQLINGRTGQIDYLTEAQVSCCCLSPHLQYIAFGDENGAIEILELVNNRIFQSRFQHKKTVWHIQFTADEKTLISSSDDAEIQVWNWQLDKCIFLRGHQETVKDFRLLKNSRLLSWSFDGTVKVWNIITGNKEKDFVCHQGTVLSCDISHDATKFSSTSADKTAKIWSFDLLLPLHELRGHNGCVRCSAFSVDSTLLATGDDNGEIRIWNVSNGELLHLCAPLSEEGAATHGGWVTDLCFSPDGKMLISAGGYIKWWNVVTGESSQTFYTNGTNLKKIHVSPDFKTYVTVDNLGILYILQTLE
#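 Material: reconstituted apoptosome with Apaf-1, cytochrome c, caspase-9, procaspase-3, dATP. Technique: Rh110 fluorescence intensity. Buffer or medium: pH 7.5 Hepes buffer with CHAPS, BSA, DTT. Times: 30 min plus 50 min, RT.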
# mIAP block: mouse IAP inhibition; inhibition, % at 10 µM; hit rate 0.2% among 330,000; purified mouse IAP, CDP-Star luminescence, 30 min;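 active means inhibition of at least 40% at 10 µM in the primary screen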;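 further: plate controls were DMSO with enzyme for no effect and no enzyme wells for full effect; values of inactives mirror those of a sister screen read the other way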
# tim10-1 inh: tim10-1 yeast growth inhibition; inhibition, % at 20 µM; hit rate 2.2% among 330,000; AID 463190; S. cerevisiae tim10-1 ts strain growth, BacTiter-Glo, 24 h;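 active means inhibition of at least 40%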;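 further: mutant grown at 25 °C; 0% = DMSO wells with yeast and 100% = wells holding no yeast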
# Numbers without * were called inactive.
SMILES	TIM10 inh	mIAP activ	tim10-1 inh	mIAP block	hIAP block	NLRP3 yeast inh	ATG4B inh	hIAP activ	Apaf1 inhib
CC1(C2CC(C(F)(F)F)n3nc(C(=O)O)cc3N2)CC1 (stereo not given)	12	0.9	-10	10	6	3	-6	0.94	-6
O=[N+]([O-])c1ccc(-c2nc(Nc3cccc(O)c3)c3ccccc3n2)cc1	24	0.87	30	13	11	30	21	0.89	14
C/C(=N/NC(=O)NC12CC3CC(CC(C3)C1)C2)c1ccccc1	21	0.97	7	3	3	6	1	0.97	26
CN(C)/C=C(\C#N)C(=O)c1cccc(Oc2ccc(Br)cc2)c1	22	0.98	14	2	5	22	16	0.95	-2
CCSc1nnc(NC(=O)CCC2CCCCC2)s1	12	0.98	15	2	15	10	-1	0.85	-22
Cc1ccccc1OCCCCCn1ccnc1	-6	1	30	0	18	15	1	0.82	1
CCCCn1c(=O)n(CC(=O)Nc2ccc(C)c(Cl)c2)c(=O)c2c1ncn2Cc1ccco1	4	1.1	4	-7	-22	25	-5	1.2	16
CCN1CCN(Cc2ccc(OCc3ccccc3)c(OC)c2)CC1	-1	0.97	-7	3	5	6	-3	0.95	-9
COc1ccc(C2=NOC(C(=O)Nc3cccc(O)c3)C2)cc1 (stereo not given)	0	1	23	-5	-30	5	3	1.3	6
O=C(NCCCn1ccnc1)c1sc2cccc(F)c2c1Cl	-2	1	5	0	11	10	-15	0.89	-13
O=C(OCc1nc2ccccc2s1)c1ccc(Br)o1	3	0.98	13	2	9	6	1	0.91	12
CC(=O)Nc1ccc(NC(=O)CSc2cn(CC(=O)N3CCOCC3)c3ccccc23)cc1	8	1	27	-4	-2	-2	-12	1	-7
COc1ccc(/C=N/NC(=O)c2ccccc2)cc1CN1CCN(c2ccc(F)cc2)CC1	10	1.1	14	-10	21	16	2	0.79	14
Cc1cccc2[nH]c(CN(C)Cc3nc(CC4CC4)no3)nc12	-11	1	-6	-3	-3	9	17	1	-3
CC1CCCN(S(=O)(=O)c2ccc(C(=O)Nc3sc4c(c3C(N)=O)CCN(C)C4)cc2)C1 (stereo not given)	10	0.94	9	6	4	12	-13	0.96	3
C/C(=N\OC(=O)c1ccc(F)cc1)c1sc(-c2ccc(Cl)cc2)nc1C	6	1	15	-4	-17	-8	-8	1.2	5
CCOc1ccc(CCNC(=O)c2ccc(OCc3c(C)noc3C)cc2)cc1OCC	2	1	8	0	11	1	-5	0.89	4
CCc1nn(CC(=O)NCCCN2CCCC2=O)c(=O)c2cc3sccc3n12	-2	0.94	-4	6	0	6	4	1	-5
Cc1ccc2cc(C#N)c(N3CCCN(C(=O)C4CCCO4)CC3)nc2c1 (stereo not given)	22	0.83	19	17	-10	1	-3	1.1	3
CCN(CC(=O)N1CCOCC1)S(=O)(=O)c1ccc(Cl)cc1	-4	1	-21	-3	-4	13	-7	1	-11
O=C(NC1CCCCC1)c1cccc(S(=O)(=O)N2CCOCC2)c1	0	0.91	10	9	5	3	-9	0.95	-31
O=C(Cn1nc(C(F)(F)F)c2c1CCCC2)N1CCOCC1	-4	1	7	-1	-8	9	-2	1.1	3
COc1ccc(OC)c(S(=O)(=O)NCc2cn3ccsc3n2)c1	9	0.95	5	5	-22	-4	-2	1.2	-20
Cn1c(SCc2cccc(Br)c2)nnc1-c1ccccn1	10	1	10	0	-4	24	4	1	-15
CCOC(=O)c1ccc2nc(Nc3nc4ccc(F)cc4s3)sc2c1	8	0.94	11	6	-84	8	1	1.8	15
COc1ccc(C(=O)N(c2ccccc2)C2C=CS(=O)(=O)C2)cc1 (stereo not given)	-2	1	-2	-1	5	-18	-8	0.95	-24
COC(=O)C1CCN(C(=O)c2ccc(SC)cc2OC)CC1	-3	1.1	10	-12	8	6	-2	0.92	17
Cc1ccc(NC(=O)c2ccc(Cl)cc2[N+](=O)[O-])nc1	-11	0.97	5	3	18	7	-7	0.81	-7
COc1ccc(NC(=O)c2ccccc2NC(=O)CN2CCCCCC2)cc1	7	1.1	17	-9	-12	2	2	1.1	3
O=C(CN1CC(=O)Oc2ccccc21)OCC(=O)c1ccc(F)cc1	15	0.93	9	7	-51	17	-5	1.5	2
Cc1nn(Cc2ccc(F)cc2)c(Cl)c1/C=N/NC(=O)c1cccnc1	11	1	12	0	-11	19	5	1.1	-49
Cc1c(Cl)cccc1NC(=S)Nc1ccc2[nH]c(=O)[nH]c2c1	4	0.91	16	9	-18	6	24	1.2	-7
O=C(CCC1CCCN(C(=O)c2ccc3c(c2)OCO3)C1)NCc1ccc(F)c(F)c1 (stereo not given)	8	0.95	13	5	-4	-4	7	1	-10
CCc1noc(C)c1C(=O)OCC(=O)Nc1nc(-c2ccc(F)c(F)c2)cs1	4	1.1	10	-6	-4	3	-12	1	2
COC(=O)CSc1nnc(-c2ccc(S(=O)(=O)NCc3ccccc3Cl)cc2)o1	23	1	40	-1	-9	3	4	1.1	0
NS(=O)(=O)c1ccc(NC(=O)COC(=O)CCc2c[nH]c3ccccc23)cc1	-18	1.1	-3	-9	-2	-9	-8	1	5
Cc1ccc2c(CN3CCOCC3)cc(=O)oc2c1C	2	1.1	14	-7	-12	25	-5	1.1	1
Cc1ccc(Cn2nc(C)c(NC(=O)c3cc(-c4ccco4)on3)c2C)cc1	11	0.96	27	4	25	17	-10	0.75	-15
CCN(CC(=O)Nc1c(F)cccc1F)C(=O)c1ccc2c(c1)S(=O)(=O)N=C1CCCCCN12	1	1.1	18	-8	-1	15	-3	1	10
Cc1cc(=O)[nH]c(SCC(=O)N(CCC#N)c2ccccc2)c1C#N	1	1.1	1	-10	9	11	5	0.91	-1
NC1=NC[C@@H](Cc2ccc(O)cc2)N1CCCCC1CCCCC1	5	1.1	-6	-8	8	15	-13	0.92	51*
CCOC(=O)CSc1nc2c(sc(=S)n2Cc2ccco2)c(=O)n1-c1ccc(F)cc1	20	0.94	33	6	6	16	0	0.94	-12
CC1CCCC(NC(=O)COC(=O)c2cc(=O)[nH]c3ccccc23)C1C (stereo not given)	-4	1.1	-4	-8	11	16	4	0.89	3
O=C(Cn1cnc2ccccc2c1=O)NCCC(=O)N1CCN(c2ccccc2)CC1	9	0.98	8	2	4	-8	-11	0.96	-10
CNC(=S)Nc1sc2c(c1C(=O)OC)CCC2	5	1	-5	-5	-10	-1	-1	1.1	12
c1ccc(-c2cc(CSc3nc4ccccc4[nH]3)on2)cc1	-8	0.98	7	2	3	35	-4	0.97	7
Cc1cccc(N(CC(=O)N=Nc2c(O)[nH]c3ccccc23)S(C)(=O)=O)c1C	23	0.94	30	6	11	17	-7	0.89	1
COC(=O)c1cccn(CC(=O)c2ccc(Cl)cc2Cl)c1=O	5	0.98	-10	2	-2	22	7	1	0
O=C(NCC1CCCO1)c1cc([N+](=O)[O-])ccc1N1CCC(Cc2ccccc2)CC1 (stereo not given)	9	0.85	-11	15	6	17	1	0.94	14
Cc1ccccc1N1C(=O)C(Cc2ccc(F)cc2)S/C1=C(\C#N)C(N)=O (stereo not given)	1	1.1	4	-11	-1	-1	-4	1	-1
COc1ccc(Cn2nnnc2C(c2ccc(N(C)C)cc2)N2CCC(C(N)=O)CC2)cc1 (stereo not given)	10	1	21	-4	-10	3	-6	1.1	20
c1ccc(COc2cncc(-c3cccnc3)c2)cc1	-4	1.1	5	-6	-10	21	0	1.1	15
COc1ccc(NC(=O)CN(C)C(=O)c2c(C)nn(Cc3ccccc3)c2C)cc1	2	0.93	-13	7	7	3	-4	0.93	-8
COc1ccc(C2=NN(C(=O)c3ccc(Cl)c([N+](=O)[O-])c3)C(c3ccccc3)C2)cc1 (stereo not given)	24	0.93	37	7	-30	9	-8	1.3	12
CC(C)c1ccc(OCC(=O)Nc2ccc3oc(=O)ccc3c2)cc1	-3	0.92	-20	8	6	3	-12	0.94	10
C[C@H](NC(=O)c1nc[nH]c1C(=O)N[C@@H](C)C(=O)OCc1ccccc1)C(=O)OCc1ccccc1	9	1.1	16	-5	-53	12	-13	1.5	24
COCCn1c(-c2ccc(Cl)cc2Cl)nc2c(c(=O)c3ccccc3n2C)c1=O	31	0.97	39	3	1	4	1	0.99	23
CC(C(=O)NC1CCCCC1)N1C(=O)c2cccc3cccc1c23 (stereo not given)	7	1	1	-2	-4	13	-13	1	9
COc1ccc(NS(=O)(=O)c2ccc(NC(C)=O)cc2)cc1OC	2	1	-19	-1	0	-13	3	1	-1
N#CCC1c2ccccc2CCN1C(=O)Nc1ccc(Cl)cc1 (stereo not given)	19	1.1	22	-11	12	8	-14	0.89	-1

# The closing five entries of the part before open the next one:
SMILES	TIM10 inh	mIAP activ	tim10-1 inh	mIAP block	hIAP block	NLRP3 yeast inh	ATG4B inh	hIAP activ	Apaf1 inhib
C[C@H](NC(=O)c1nc[nH]c1C(=O)N[C@@H](C)C(=O)OCc1ccccc1)C(=O)OCc1ccccc1	9	1.1	16	-5	-53	12	-13	1.5	24
COCCn1c(-c2ccc(Cl)cc2Cl)nc2c(c(=O)c3ccccc3n2C)c1=O	31	0.97	39	3	1	4	1	0.99	23
CC(C(=O)NC1CCCCC1)N1C(=O)c2cccc3cccc1c23 (stereo not given)	7	1	1	-2	-4	13	-13	1	9
COc1ccc(NS(=O)(=O)c2ccc(NC(C)=O)cc2)cc1OC	2	1	-19	-1	0	-13	3	1	-1
N#CCC1c2ccccc2CCN1C(=O)Nc1ccc(Cl)cc1 (stereo not given)	19	1.1	22	-11	12	8	-14	0.89	-1
O=C(Cc1cccs1)Nc1nnc(CCc2ccccc2)s1	4	1.1	-10	-7	-5	18	-1	1	11
Cc1sc2ncnc(NCC(C)(C)N3CCOCC3)c2c1C	-10	1	26	-4	-34	20	-10	1.3	6
CCOc1ccc(S(=O)(=O)NC(C)C(=O)NCc2ccccn2)cc1 (stereo not given)	4	1	-10	0	3	12	0	0.97	-2
CC(C)C(NS(=O)(=O)c1c(Cl)cccc1Cl)C(=O)OCC(=O)c1c[nH]c2ccccc12 (stereo not given)	1	1	8	-1	-8	6	-9	1.1	5
CCC1(c2ccccc2)ON(c2c(Br)cccc2Br)C1=O (stereo not given)	71*	0.96	-52	4	13	13	4	0.87	4
CC1(C)C[C@@H]2C[C@@](C)(CN2C(=O)c2ccccc2)C1	2	0.96	11	4	-1	-13	0	1	15
Cc1cccc(N(C)C(=O)CN(C)S(=O)(=O)c2ccc3c(c2)c(=O)n(C)c(=O)n3C)c1	2	1	8	-4	-19	-2	-3	1.2	10
OC(COc1ccccc1)CN1CCN(C(c2ccccc2)c2ccccc2)CC1 (stereo not given)	0	0.98	-11	2	-21	29	-5	1.2	20
Nc1n[nH]c(=S)n1-c1ccc(Cl)cc1	-9	1.1	0	-7	4	23	3	0.96	-2
CC(C)C1NCCc2c1sc1ccccc21 (stereo not given)	2	1	5	-2	24	12	-4	0.76	2
Fc1cccc(F)c1-n1c(CN2CCCC2)csc1=S	7	0.95	12	5	-2	15	-1	1	-11
Cc1nc2oc3ccc(Cl)cc3c(=O)c2cc1C(=O)O	6	1	-1	-4	13	-6	5	0.87	-6
